# H37Rv inhibition: M. tuberculosis growth inhibition, HTS (AID 449762); hit rate 0.59% among 330,000; M. tuberculosis H37Rv growth inhibition, 7H9 media; higher % means a stronger effect; inhibition, % at 25 µM; hits with a dose series show IC50 in µM; in the data active = a potency from the dose series; inconclusive = inhibition above about 70% without an active follow-up result;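 also: bacterial growth assessed after seven days of incubation; strong numbers were not always called active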
# PhoP GFP inhibition: PhoP regulon inhibitors, Salmonella typhi PhoP promoter GFP reporter, confirmatory (AID 1850) | Salmonella Typhi PhoP-promoter GFP reporter, fluorescence, 4 h; higher % means a stronger effect | inhibition, % at 50 µM; hits with a dose series show IC50 in µM | hit rate 0.33% among 310,000; in the data active = a potency from the dose series; inconclusive = inhibition mostly from about 25% at the one dose, without a potency; inactive = the rest, 99 in 100 with inhibition below about 19%;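 also: 0% = induced wells with vehicle and 100% = uninduced wells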
# influenza NS1A: H1N1 influenza NS1A inhibitors, functional cell based assay (AID 504329); one-dose inhibition, % at 12.5 µM; IC50 in µM for titrated hits; NS1A functional cell-based assay, percent inhibition; higher % means a stronger effect; hit rate 0.3% among 340,000; in the data active = a potency from the dose series; inconclusive = inhibition above about 27% without an active follow-up result; also: strong numbers were not always called active
# inhibitors of VEEV: inhibitors of VEEV TC-83 cytopathic effect, confirmation, Vero cells (AID 588727); Vero cells, VEEV TC-83 cytopathic effect inhibition; higher % means a stronger effect; one-dose inhibition, % at 20 µM; IC50 in µM for titrated hits; hit rate 0.13% among 350,000; in the data active = a potency from the dose series; inconclusive = inhibition mostly from about 14% at the one dose, without a potency; inactive = the rest, 99 in 100 with inhibition below about 12%; also: strong numbers were not always called active
# M. tuberculosis: growth inhibition of non-replicating M. tuberculosis (AID 488890). one-dose inhibition, % at 25 µM; IC50 in µM for titrated hits. Mycobacterium tuberculosis non-replicating, growth inhibition; higher % means a stronger effect. hit rate 0.39% among 320,000; in the data active = a potency from the dose series; inconclusive = inhibition mostly from about 82% at the one dose, without a potency; inactive = the rest, 99 in 100 with inhibition below about 76%;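 also: plate controls were DMSO cells for no effect and high antibiotic wells for full effect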
# inhibitors of VEEV 10K pilot screen: second read-out of inhibitors of VEEV, no call of its own (marks repeat the call); inhibition, %; measured here: 10K pilot screen inhibition
# Starred values were filed as active, the others as inactive; i = inactive; ? = inconclusive; nt = not tested or not shown. Outcome played no part in choosing rows (roughly 1.4% active in at least one column).
SMILES,H37Rv inhibition,PhoP GFP inhibition,influenza NS1A,inhibitors of VEEV,M. tuberculosis,others
CCC(CO)NCc1ccc(-c2ccccc2)cc1 (stereo not given),6%,-19%,-1%,0.1%,6%,
COc1ccccc1-c1cc(C(=O)N/N=C/c2ccc(C)o2)c2ccccc2n1,nt,nt,17%,12%,nt,
COc1ccc(-c2nc(N)nc(C(F)(F)F)c2-c2csc(C)n2)c(O)c1,-6%,-3%,18%,0.4%,-6%,
CCOc1ccc(NC(=O)c2cccs2)c([N+](=O)[O-])c1,-4%,6%,24%,i,-12%,
COC(=O)c1cc(=O)c2c(C)nc(C(Cl)(Cl)Cl)nc2[nH]1,9%,4%,nt,1.4%,3%,
CC1(C)CC(=O)C=C(NCCCN2CCCC2=O)C1,-2%,-12%,-2%,5.8%,9%,
COC(=O)C(Cc1cncn1COCc1ccccc1)NC(=O)OC(C)(C)C (stereo not given),-3%,0%,2%,0.6%,-16%,
CCOC(=O)N1CCN(C(=O)CSc2ccc3nnc(-c4cccnc4)n3n2)CC1,10%,3%,6%,4.6%,7%,
COC(=O)c1ccc(COC(=O)CSCC(=O)Nc2ccc(C)cc2C)cc1,50%,nt,4%,i,?,
CCOC(=O)CC1COCCN1C(=O)c1ccc2oc(Cc3ccccc3)nc2c1 (stereo not given),-3%,-10%,-2%,2.5%,7%,
Nc1cc(N2CCCC2)ccc1[N+](=O)[O-],-10%,14%,0%,i,-8%,
O=C(Nc1ccc(Oc2ccccc2)nc1)C1CCCCN1Cc1cccc(OCCO)c1 (stereo not given),1%,-11%,-1%,3.6%,1%,
O=c1cccc2n1CC1CC2CN(S(=O)(=O)c2ccc(F)cc2)C1 (stereo not given),-2%,3%,-18%,1.2%,-8%,
Cc1c(C(=O)N2CCC3(CC2)OCCO3)sc2ncnc(N3CCN(c4ccccn4)CC3)c12,2%,-15%,0%,10%,26%,
COc1ccccc1CNC(=O)COc1cccnc1[N+](=O)[O-],2%,16%,12%,0.6%,-2%,
CCn1ncc(CN2CCN(C(=O)Nc3ccccc3C(=O)OC)CC2)c1C,-1%,-7%,4%,0.7%,-12%,
Cc1ccc(S(=O)(=O)N2CCCC2C(=O)OCc2ccco2)cc1 (stereo not given),-1%,0%,-7%,0.1%,21%,
CCCc1[nH]nc2c1C(c1ccc(OC(=O)N3CCOCC3)cc1)C(C#N)=C(N)O2 (stereo not given),1%,1%,3%,1.4%,-2%,
CC(C)(CNS(=O)(=O)c1ccc(Br)s1)N1CCOCC1,-5%,nt,-2%,i,-3%,
Cc1cccc(C)c1NC(=O)CN(C)C(=O)C1CCCCC1,-19%,nt,-6%,0.8%,-10%,

# Brought forward from above: two entries, then new ones.
SMILES,H37Rv inhibition,PhoP GFP inhibition,influenza NS1A,inhibitors of VEEV,M. tuberculosis,others
CC(C)(CNS(=O)(=O)c1ccc(Br)s1)N1CCOCC1,-5%,nt,-2%,i,-3%,
Cc1cccc(C)c1NC(=O)CN(C)C(=O)C1CCCCC1,-19%,nt,-6%,0.8%,-10%,
COCCCNC(=S)N1CCN(c2ccc([N+](=O)[O-])cc2)CC1,2%,-6%,0%,1.3%,?,
CCNC(=S)NNC(=O)Cc1ccccc1,11%,-8%,-11%,5.1%,5%,
O=c1ccc2cc(O)c(O)cc2o1,2%,-10%,0%,0.1%,-14%,
CSc1nsc(/C=C/Nc2ccc(C)cc2)c1C#N,19%,-20%,5%,0.4%,43%,
CN(C)c1cccc(NC(=O)NC2(C)CCS(=O)(=O)C2)c1 (stereo not given),nt,nt,-10%,9.7%,nt,
O=C(O)c1cc(Nc2nc(N3CCOCC3)nc(N3CCOCC3)n2)ccc1Cl,5%,0%,-6%,0.0%,1%,
CCOC(=O)C1=C(c2ccccc2)OC(N)=C(C#N)C1c1cccs1 (stereo not given),4%,2%,13%,0.9%,9%,
COCc1nnc(NS(=O)(=O)c2ccc(OC)cc2)s1,nt,nt,-3%,0.4%,nt,
C[C@H](NC(=O)N1C[C@H]2C[C@@H](C1)c1cccc(=O)n1C2)C(=O)Nc1cccc(F)c1,-7%,-14%,0%,0.0%,-33%,
COc1cc(S(=O)(=O)Nc2ccccc2C)ccc1NC(=O)c1ccncc1,2%,2%,11%,0.2%,15%,
CN(c1ccccc1)S(=O)(=O)c1cccc(C(=O)Nc2cccc(C(=O)NC3CC3)c2)c1,nt,nt,-10%,7.7%,nt,
COC(=O)CSc1nc(C)c(Oc2ccccc2)c(=O)[nH]1,13%,-10%,-1%,0.3%,17%,
COCCNC(=S)N1CCC(NC(=O)c2ccco2)CC1,-1%,5%,-3%,i,7%,
COc1cc2c(cc1NC(=O)COC(=O)/C=C/c1ccc([N+](=O)[O-])cc1)oc1ccccc12,4%,4%,-8%,i,-3%,
O=C(CSc1ccc2c(c1)OCCO2)Nc1ccc(Cl)cn1,?,14%,-18%,2.0%,?,
Cc1ccc(C)c(NC(=O)CSc2nnc(CNC(=O)c3ccco3)o2)c1,2%,4%,-3%,2.6%,-7%,
N#Cc1nc(-c2ccco2)oc1NCCc1ccccc1,69%,-9%,-6%,i,?,
Cc1ccc(S(=O)(=O)NCCOc2nc(N(C)C)nc(N3CCOCC3)n2)cc1,0%,-1%,8%,4.1%,-4%,
C/C(=N\OC(=O)c1ccc(Br)cc1)c1ccccn1,2%,-7%,3%,0.8%,10%,
CCCc1nnc(NC(=O)C(=O)NCCN(C)C)s1,nt,nt,11%,i,nt,
CC(C)NC(=O)c1ccc2c3n(nc2c1)-c1ccccc1CO3,22%,-13%,-10%,1.1%,-9%,
O=C(Nc1ccc2c3c(cccc13)CC2)c1cccc([N+](=O)[O-])c1,-7%,8%,0%,1.9%,-5%,
CCCn1cc(CN2CCC(C(=O)Nc3cccc(-c4cscn4)c3)CC2)c(C)n1,12%,-35%,-6%,i,-7%,
CCCCc1ccc(NS(=O)(=O)c2cccs2)cc1,2%,-3%,-10%,i,20%,
Cn1c(SCC(=O)N/N=C/c2ccc([N+](=O)[O-])s2)nnc1-c1ccc(Cl)cc1,?,36µM*,-5%,0.8%,?,
COc1ccc(CNC(=O)C/C(C)=N/NC(=O)C(c2ccccc2)c2ccccc2)cc1,-5%,-3%,18%,i,0%,
CCN1C(=O)c2cccc3c(S(=O)(=O)NC(Cc4ccccc4)C(=O)O)ccc1c23 (stereo not given),0%,-8%,3%,0.4%,-18%,
O=C1Nc2ccccc2C1=NN1CCCCCC1,nt,nt,-10%,1.5%,nt,
O=C(OCC(=O)N1CCCC1=O)c1ccc(Cl)cc1[N+](=O)[O-],0%,0%,-12%,0.7%,2%,
COc1cc(C(N)=O)cc(Cl)c1OCc1ccccc1,-1%,-9%,-6%,0.2%,8%,
Cc1cccc(NC(=S)N2CCC(C(N)=O)(N3CCCCC3)CC2)c1C,5%,-21%,3%,i,-1%,
Cc1ccc(F)cc1NC(=O)/C=C/c1ccc(S(=O)(=O)N2CCOCC2)cc1,2%,nt,-15%,4.8%,-20%,
Cc1ccc(C(C(=O)NC2CCCCC2)N(CC2CCCO2)C(=O)CCCC(=O)Nc2ccccn2)cc1 (stereo not given),4%,5%,5%,i,29%,
O=C1CCCC2C3CCCN4CCCC(CN12)C34 (stereo not given),-8%,-6%,-7%,i,-23%,
CNc1nc(-c2c(C)n(C)c3ccc(OC)cc23)cs1,4%,-1%,17%,1.0%,19%,
Cc1ccc(NP(=O)(Nc2ccc(C)cc2)Oc2ccccc2)cc1,15%,9%,2%,3.8%,44%,
O=C(Nc1ccccc1-c1ccccc1)NC1CCN(C(=O)N2CCOCC2)CC1,3%,4%,-6%,1.2%,-11%,
Cc1ccc(NC(=O)C2c3ccccc3Oc3ccccc32)nc1,10%,2%,nt,0.6%,16%,
Cc1sc2ncnc(NCc3ccccc3)c2c1C,-5%,-22%,0%,i,4%,
CC(C)(C)c1ccc(/C=N/NC(=S)NCc2ccccc2)cc1,-4%,-6%,6%,i,-16%,
COc1ccccc1N1C(=O)c2ccc(C(=O)Nc3ccc(F)cc3)cc2C1=O,-10%,-1%,4%,i,-20%,
CC1=NN(C(=O)COc2ccc(C)c(C)c2)C(O)(c2ccccc2)C1 (stereo not given),7%,-3%,5%,i,?,
C/C(CC(=O)Nc1ccccn1)=N\NC(=O)c1cccc(C)c1,0%,-16%,-28%,2.2%,2%,
CC(=O)N1CCN(S(=O)(=O)c2cccc(C(=O)NCCc3ccc(Cl)cc3)c2)CC1,-4%,-3%,31%,i,13%,
Oc1c(Cl)cc(Oc2cc(Cl)c(O)c(CN3CCOCC3)c2)cc1CN1CCOCC1,nt,nt,7%,1.7%,nt,
Cc1cccc(Oc2ncc(-c3ccc(Cl)cc3)cn2)c1C,70%,-5%,0%,6.8%,40%,
COC(=O)CNc1cc(S(=O)(=O)N2CCCCC2)ccc1Oc1cccc(C)c1,-7%,0%,9%,0.1%,15%,
Cc1ccc(C(=O)N/C(=C\c2cccc([N+](=O)[O-])c2)C(=O)Nc2cccc(C(=O)O)c2)cc1,-6%,-4%,-6%,1.7%,9%,
Cc1ccc(NC(=O)CNC(=O)c2ccco2)c(Cl)c1,4%,4%,-15%,0.4%,-7%,
S=C1NC[C@H](Cc2ccccc2)N1CC1CCN(CCCC2CCCC2)CC1,nt,nt,-31%,0.7%,nt,

# Quoted at random: 3 compounds from above.
SMILES,H37Rv inhibition,PhoP GFP inhibition,influenza NS1A,inhibitors of VEEV,M. tuberculosis,others
COc1ccccc1-c1cc(C(=O)N/N=C/c2ccc(C)o2)c2ccccc2n1,nt,nt,17%,12%,nt,
COc1cc2c(cc1NC(=O)COC(=O)/C=C/c1ccc([N+](=O)[O-])cc1)oc1ccccc12,4%,4%,-8%,i,-3%,
O=C1CCCC2C3CCCN4CCCC(CN12)C34 (stereo not given),-8%,-6%,-7%,i,-23%,

# Next entries:
SMILES,H37Rv inhibition,PhoP GFP inhibition,influenza NS1A,inhibitors of VEEV,M. tuberculosis,others
COc1ccc(Cl)cc1S(=O)(=O)N1CCCC(C(=O)NCc2ccncc2)C1 (stereo not given),-6%,-7%,12%,1.6%,-4%,
O=C(O)c1ccc(NC(=S)NC(=O)c2cccc(COc3ccccc3)c2)cc1,42%,5%,-6%,5.3%,61%,
CC(C)NC(=O)c1ccc2c(c1)N(CC(=O)N1CCCC1)C(=O)C(C)(C)O2,-6%,10%,-9%,0.6%,-10%,
Cc1cc(C)nc(NC2=NCCN2C(=S)Nc2ccc(C)c(C)c2)n1,-3%,-2%,5%,i,-11%,
O=C(Cc1ccc(S(=O)(=O)N2CCCC2)s1)N1CCOCC1,-2%,1%,7%,0.7%,-1%,
CC(C)N(CC(N)=O)C(=O)c1sc2cc(F)ccc2c1Cl,-7%,-6%,-6%,i,60%,
Cc1[nH]n(-c2ccc(Cl)cc2)c(=O)c1/C=N/c1nnc(-c2ccccc2)s1,5%,-11%,3%,1.2%,?,
COC(=O)c1ccc(NC(=O)CSc2nccn2CCc2ccccc2)cc1,5%,-5%,-1%,i,53%,
COc1cccc(Nc2nnc(SCn3nnc4ccccc4c3=O)s2)c1,3%,-18%,-2%,0.7%,4%,
Cn1c(=O)c2c(nc3sccn32)n(C)c1=O,-3%,-1%,3%,12%,-6%,
COC(=O)NC(=S)N1CCOCC1,-14%,3%,-1%,0.6%,-3%,
COc1cc(Cl)cc(C2NC(=O)NC(C)=C2C(C)=O)c1OCC(=O)O (stereo not given),9%,6%,23%,3.5%,-2%,
Cc1ccc(Cl)cc1NC(=S)N(CCCN1CCOCC1)Cc1ccco1,-1%,6%,3%,0.2%,8%,
CCCc1cc(=O)c2c(O)cccc2o1,-4%,7%,5%,i,-3%,
Cc1cccc(OCC(=O)Nc2cc(C)ccc2O)c1,-2%,-7%,3%,1.6%,57%,inhibitors of VEEV 10K pilot screen=1.3
Cn1c(C(=O)Nc2ccccc2)cc2sccc21,-1%,-8%,5%,5.9%,47%,
CCOC(=O)N1CCC(N2C(=O)c3ccccc3C2Nc2ccc(C)cc2)CC1 (stereo not given),-8%,3%,6%,1.6%,18%,
COc1ccc(/C=C/C(=O)C2CC2)cc1COc1cccc(C)c1C,-1%,-1%,-5%,2.4%,33%,
O=C(COc1cccc(C(F)(F)F)c1)NCC(c1ccco1)N1CCCC1 (stereo not given),-4%,nt,-4%,1.2%,27%,
